HSF1 inhib: HSF1 inhibition. NIH3T3-HGL HSE-luciferase, MG132-induced, luminescence 8 h; stronger effect = lower value. activity change, negative = inhibition, % at 7.5 µM (by protocol). 300,000 tested, 0.77% active. AID 2098;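 active = more than half of replicate wells show activity change below -50%, luminescence cut by over half; inconclusive = some wells, but at most half, below -50%; inactive = no replicate well below -50%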;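 also: luciferase reports HSF-1 transcriptional activity via heat shock element; 0% = median of DMSO wells and -100% = zero luminescence signal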
HSP90 refold inh: blocks HSP90-mediated luciferase refolding in reticulocyte lysate. Rabbit reticulocyte lysate, luciferase refolding luminescence, 3 h. 290,000 tested, 0.91% active. inhibition, % at 5.6 µM. AID 1789;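 active = inhibition above the screen-wide mean plus 3 SD, computed separately per campaign, cut at about 16% in these data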;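 also: 0% = DMSO wells and 100% = 60 µM geldanamycin wells; inhibitors lower the luminescence because luciferase stays unfolded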
HSF1 activator: increases HSF-1 driven luciferase reporter signal; NIH3T3-HGL HSF-1 luciferase reporter, MG132, 8 h; 100% = twice DMSO control signal; activation, % at 9 µM; 300,000 tested, 1.7% active;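 active = mean replicate activation of at least 50% with a set share of replicates each reaching 50%; inconclusive = only one of those two conditions met; inactive = mean below 50% and too few replicates reaching it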;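 also: 0% = median of the neutral control wells and 100% = twice that signal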
AI-2 QS mod: modulates the Vibrio harveyi AI-2 quorum sensing system. Vibrio harveyi JMH597 AI-2 luminescence/OD600 ratio, 9 h; stronger effect = lower value; strain lacks LuxN and CqsS sensors; 0 = neutral-control median. activity change, % at 7.5 µM. 300,000 tested, 0.4% active. AID 2094; in the data active = activity change below about -75%, passing the limit was not always enough; inconclusive = no clear call, values can overlap the other calls;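 also: luminescence divided by OD600 gain over 9 h not by final OD600 alone; inactives centre near 13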
GSK3 alpha inh: blocks human GSK-3 alpha kinase. P49840. 320,000 tested, 0.1% active. inhibition, % at 10 µM. ADP-Glo luminescence, 60 min;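 in the data active = inhibition above about 50%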;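 also: GST-tagged GSK-3 alpha with peptide substrate and 25 µM ATP; 0% = DMSO neutral wells and 100% = GW8510 positive control wells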
GSK3B inh: inhibitors of human GSK3beta kinase. AID 2097. GST-GSK3beta kinase, ADP-Glo luminescence, 60 min; stronger effect = lower value. P49841. activity score (negative = inhibition), % at 10 µM. 300,000 tested, 0.038% active;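 active = more than half of replicate wells score below -50%, meaning over 50% inhibition versus plate controls; inconclusive = some replicates but at most half score below -50%; inactive = no replicate scores below -50%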;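 also: 0% = median DMSO wells and -100% = median GW8510 positive control wells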
Target sequence (P49841 whole entry, looked up): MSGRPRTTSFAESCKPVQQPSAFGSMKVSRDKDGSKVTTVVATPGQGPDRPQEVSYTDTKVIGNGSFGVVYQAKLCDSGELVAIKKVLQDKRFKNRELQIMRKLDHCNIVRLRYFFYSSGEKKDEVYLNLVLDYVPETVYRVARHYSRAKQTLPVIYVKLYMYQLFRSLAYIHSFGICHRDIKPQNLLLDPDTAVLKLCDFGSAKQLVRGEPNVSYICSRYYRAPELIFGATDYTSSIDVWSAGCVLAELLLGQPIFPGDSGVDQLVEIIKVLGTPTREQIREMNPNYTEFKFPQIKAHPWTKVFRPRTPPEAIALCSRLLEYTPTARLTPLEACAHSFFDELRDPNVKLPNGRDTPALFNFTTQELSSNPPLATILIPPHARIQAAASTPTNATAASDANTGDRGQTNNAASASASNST
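Test system – GST-tagged human GSK3beta kinase, cell-free · Incubation – 60 min enzyme reaction, room temperature · Signal – ADP-Glo luminescence · Also added – peptide substrate and ATP at 25 µM · Controls – DMSO neutral wells and GW8510 at 20 µM as positive · Buffer or medium – Tris/MgCl2 kinase buffer · Measure – Luminescence-derived activity versus plate DMSO and GW8510 wells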
DYRK1A inh: blocks rat Dyrk1A kinase activity; ADP-Glo luminescence, NFATc1 peptide; inhibition, % at 12.5 µM; 310,000 tested, 0.43% active; AID 504441; in the data active = inhibition above about 50%;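 also: plate controls were vehicle with enzyme for no effect and no enzyme for full effect; many of its hits are not listed in these tables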
HDAC3 inhib: human HDAC3 inhibition. recombinant HDAC3, fluorogenic peptide/trypsin coupled, fluorescence. inhibition, % at 8.3 µM. 320,000 tested, 0.15% active; in the data active = inhibition above about 26%, passing the limit was not always enough; inconclusive = no clear call, values can overlap the other calls
Target sequence (O15379 whole entry, looked up): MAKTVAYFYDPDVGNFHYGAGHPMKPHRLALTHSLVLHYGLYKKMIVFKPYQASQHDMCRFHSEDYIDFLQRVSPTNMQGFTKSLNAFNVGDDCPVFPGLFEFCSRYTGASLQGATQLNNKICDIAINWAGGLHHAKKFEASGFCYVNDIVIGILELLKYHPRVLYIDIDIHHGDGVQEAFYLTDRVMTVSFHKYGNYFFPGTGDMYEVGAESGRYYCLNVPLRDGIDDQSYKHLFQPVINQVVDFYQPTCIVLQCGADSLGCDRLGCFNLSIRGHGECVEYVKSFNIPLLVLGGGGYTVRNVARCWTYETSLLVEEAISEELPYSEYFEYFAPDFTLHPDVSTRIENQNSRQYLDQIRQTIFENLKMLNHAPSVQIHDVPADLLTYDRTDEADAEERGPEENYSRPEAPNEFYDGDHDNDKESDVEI
PolyA inhibitor: inhibitors of polyadenylation in S. cerevisiae; calls only at 12 µM; S. cerevisiae SKY197-pL101 polyadenylation reporter, beta-gal luminescence; efflux-impaired pdr1/pdr3 knockout yeast; score 100 = 6 SD above DMSO; 300,000 tested, 0.02% active;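 active = lowest replicate activity score at least 50, where 100 means six control SD above control mean; inconclusive = lowest score under 50 but half or more replicates reach 50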;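 also: yeast exposed to compound for 9 h at 30 °C; higher score means more reporter readthrough which indicates perturbed polyadenylation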
Platelet DG rel: platelet dense granule release activity | 300,000 tested, 0.22% active | inhibition, %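 (compounds screened at 7.5 µM in platelet-rich plasma)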 | human platelet-rich plasma, SFLLRN dense granule ATP release, luminescence;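 active = mean replicate score, as percent of positive control, at or above 50; inconclusive = mean below 50 but at least one replicate at or above 50; inactive = mean and every replicate below 50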
* = called active by the depositor; i = inactive; ? = inconclusive; · = no result given. A portion of the library; count on the stated rates, not on these rows.

SMILES	HSF1 inhib	HSP90 refold inh	HSF1 activator	AI-2 QS mod	GSK3 alpha inh	GSK3B inh	DYRK1A inh	HDAC3 inhib	PolyA inhibitor	Platelet DG rel
O=[N+]([O-])c1ccc(-c2nnc(S)n2-c2ccccc2)cc1	6.8	-1.7	24.6	10.7	-0.9	-1.3	·	5.9	·	3.6
CC(=O)Nc1ccc(C(=O)OCCC(C)C)cc1	11.9	-1.7	18.4	-48.7	-2.3	0.7	3.3	2.4	i	1.1
Brc1ccc(-c2nc3ncccn3c2Nc2ccc3c(c2)OCCO3)o1	-16.6	1.2	-29.1	12.3	6.5	-16.6	6.2	2.7	i	-0.6
COC(=O)c1ccccc1NC(=O)Nc1cc(C(C)(C)C)on1	-17.8	3.6	-20.3	16.7	-0.9	2.1	-2.8	-1.9	i	3.8
CCOc1ccc(NC(=O)N2CCC(c3nc4ccccc4[nH]3)CC2)cc1	·	25.5*	·	11.6	-0.5	-2.0	-2.9	-0.6	i	1.4
COC(=O)/C=C/C(=O)NCc1ccco1	4.5	-4.3	31.2	2.7	0.0	0.2	-2.6	2.5	i	1.4
O=C(CCS(=O)(=O)Cc1ccccc1)NCc1ccco1	-12.5	0.0	-2.5	21.1	-0.1	1.5	-5.5	-7.1	i	9.7
COc1cc(/C=C(\C#N)c2nc3ccccc3s2)ccc1OCC(=O)Nc1ccccc1	·	-1.0	·	·	0.5	·	-6.8	-7.3	·	·
O=C(CSc1nc(N2CCOCC2)nc(N2CCOCC2)n1)Nc1ccccc1F	1.1	2.9	10.5	1.3	-0.2	-2.3	-9.9	4.6	i	-0.2
COc1ccccc1C(=O)COC(=O)CSCC(=O)Nc1cc(C)on1	-3.3	·	4.9	4.1	1.0	-0.2	3.1	4.7	i	3.3
C=C(C)C1CC=C(C)/C(=N/NC(=O)CCCNc2cccc(C)c2)C1 (stereo not drawn)	1.4	0.8	4.7	15.8	-2.0	4.7	1.6	9.7	i	3.1
O=[N+]([O-])c1ccc(-n2cc(-c3ccccc3)nn2)cc1	17.0	-1.6	30.5	8.2	-4.0	-0.8	1.3	6.3	i	-2.4
O=C(COC(=O)c1n[nH]c(=O)c2ccccc12)c1ccc(Br)cc1	0.4	-1.3	12.8	5.1	-2.2	-1.5	-3.4	9.7	i	5.4
CC(=O)n1c(-c2ccccc2)c(CO)c2ccccc21	-4.3	1.0	-13.9	-0.7	-4.4	0.6	37.5	2.9	i	0.2
Cc1ccc2c(c1)N(CC(=O)N1CCc3ccccc3C1)C(=O)CO2	2.5	3.3	-2.7	12.3	-2.6	-2.7	-11.3	1.8	i	11.0
COc1ccc2c(c1)CCCC21SC(NC(C)=O)=NN1C(C)=O (stereo not drawn)	1.3	0.6	0.9	-11.5	-2.4	-2.0	·	-1.0	i	-11.3
COc1ccc(N(C(=O)C(C)C)S(=O)(=O)c2cccc([N+](=O)[O-])c2)cc1	-1.7	-1.5	5.0	8.7	-1.0	1.2	-1.8	2.2	i	2.9
O=C(NCc1ccccc1)c1ccc(N2C(=O)C3CCCCC3C2=O)cc1 (stereo not drawn)	-1.9	3.2	-7.3	8.1	0.2	-2.0	0.9	-4.8	i	-26.6
O=C(NC1CC2CCCC(C1)N2CC(=O)N1CCCc2ccccc21)C1CCCCC1 (stereo not drawn)	-0.3	7.1	-0.1	16.6	-3.6	2.1	2.0	-7.2	i	-1.3
N#Cc1nc(-c2ccc(F)cc2)oc1N1CCN(C(=O)c2ccco2)CC1	-3.7	-3.6	-13.3	16.5	-1.2	2.5	-4.5	-6.6	i	5.2
COc1ccc(/C=C/C(=O)NC2CCS(=O)(=O)C2)cc1 (stereo not drawn)	-5.5	·	-3.0	10.3	-2.7	1.1	11.4	7.7	i	1.0
O=C(NCc1ccc(N2CCCC2=O)cc1)c1cccc(Cl)c1	-0.2	-5.9	-2.3	25.5	-2.4	-1.5	-12.2	-1.5	i	9.2
Cc1cc(C)nc(Sc2ccc(/C=C(\C#N)C(N)=O)o2)n1	-1.7	-0.8	4.7	20.4	3.3	0.0	4.6	1.9	i	-5.7
O=C1N/C(=C/c2ccc(N3CCCC3)cc2)C(=O)N1c1ccccc1	11.8	-1.1	38.3	-1.1	-1.1	-2.4	-3.8	0.4	i	-6.3
O=C(O)C1SCCN1S(=O)(=O)c1ccc2ccccc2c1 (stereo not drawn)	-6.5	-2.7	-25.8	14.4	-6.3	-2.0	1.9	-8.0	i	-1.7

(more compounds)
SMILES	HSF1 inhib	HSP90 refold inh	HSF1 activator	AI-2 QS mod	GSK3 alpha inh	GSK3B inh	DYRK1A inh	HDAC3 inhib	PolyA inhibitor	Platelet DG rel
OCCNc1ncnc2c1sc1nc(N3CCOCC3)c3c(c12)CCC3	-2.6	-1.9	3.6	16.8	10.7	-0.6	-19.7	-0.1	i	-5.9
Fc1ccc(-c2nc3ccccn3c2NCc2ccc3c(c2)OCO3)cc1	23.6	-6.1	33.2	14.5	2.2	0.4	0.6	-18.6	i	-1.8
CC(C)Cn1c(-c2ccccc2F)n[nH]c1=S	1.1	-1.0	11.5	6.0	-1.4	1.7	0.0	0.5	i	1.5
COC(=O)c1cc(C(=O)Nc2cc(C)on2)cc([N+](=O)[O-])c1	0.2	-4.2	1.8	4.9	-2.2	0.0	7.1	5.6	i	1.9
CC1(C)CC(=O)C(C(=S)Nc2ccccc2)=C(NC2CC(C)(C)NC(C)(C)C2)C1	2.2	0.1	-2.9	7.3	-1.5	0.0	0.2	-3.5	i	-7.4
Cc1cc(-c2cc(C(=O)NCc3ccccc3)on2)nc(NC2CCCC2)n1	2.6	·	-4.4	1.9	0.4	1.0	8.0	5.5	i	-2.1
Cc1ccc(/C=N/NC(=O)c2ccncc2)cc1	-3.3	-0.5	32.8	38.2	0.7	-0.5	-1.4	1.0	i	-20.9
Cc1ccc(NC(=S)NNC(=O)c2cccc([N+](=O)[O-])c2)cc1Cl	2.5	-4.2	0.9	66.2	-6.5	5.7	·	5.8	i	-4.2
O=C(COC(=O)/C=C/c1ccc(C(F)(F)F)cc1)NC1CC1	-56.3*	·	-57.8	31.4	·	-3.2	-2.8	·	i	-12.0
Cc1ccc(P(=O)(OCCN2CCOCC2)C(C)(C)C)o1 (stereo not drawn)	-5.5	-0.1	-3.6	27.5	0.3	2.7	-1.5	0.5	i	-1.6
COC(=O)N/N=C/c1ccc(-c2ccc(Cl)c(Cl)c2)o1	10.3	-2.0	26.4	6.9	-0.4	-2.8	·	3.0	i	-1.4
O=C(NCCn1cccc1)c1cccc2ccccc12	8.7	2.7	15.5	22.8	-3.3	0.7	0.7	-2.6	i	-5.0
Cc1cc(C)nc(SCC(=O)Nc2ncc(Cc3ccc(Cl)c(Cl)c3)s2)n1	-16.6	-1.8	-35.6	16.2	-0.7	3.5	-5.8	1.3	i	-7.5
COC(=O)CN(n1cnnc1)S(=O)(=O)c1ccc(C)cc1	-1.3	-1.0	7.1	2.0	-1.7	0.5	0.9	1.8	i	23.7
CCC(=O)NNC(=O)CSc1nnc(-c2ccccc2)c(-c2ccccc2)n1	-73.9*	1.3	-78.5	-5.9	-0.1	1.5	-4.0	3.3	i	11.4
Clc1ccc(SCNc2ccccc2Cl)cc1	7.6	-1.2	19.3	14.4	-0.3	0.2	-2.9	12.9	i	23.5
Cc1c(Br)cc(C(=O)NCCCN2CCOCC2)c(C)c1C	2.6	-3.3	-4.5	7.0	-0.4	-10.2	2.6	1.0	i	-17.4
Cn1cc(C(=O)N/N=C/c2ccc3c(c2)OCO3)c2ccccc21	-0.7	8.8	2.5	0.8	0.4	-3.3	-0.1	14.4	i	-3.6
Cc1c(N=Nc2ccc(N(C)C)cc2)c(=O)n(-c2ccccc2)n1C	-14.9	-2.7	-14.6	23.9	·	1.7	·	·	i	0.9
O=[N+]([O-])c1ccccc1OCCCN1CCOCC1	3.7	-4.2	5.8	20.4	0.9	0.3	5.2	-11.0	i	1.5
O=C(COc1ccc(Br)cc1)NCCCn1ccnc1	0.6	-0.9	24.2	-15.6	2.3	1.6	-7.1	6.8	i	4.8
CCN1CCN(S(=O)(=O)c2ccc(Cl)c(C(=O)Nc3cc(Cl)ccc3N3CCOCC3)c2)CC1	-6.5	5.5	6.9	5.1	2.0	1.1	-7.4	?	i	-13.0
CCN(CC)CCNC(=O)Cc1c(C(=O)O)n(C)c2ccccc12	-3.8	6.0	-7.3	18.7	4.0	0.2	-5.8	-0.2	i	-1.5
COc1ccc(-n2c(C)n[nH]c2=O)cc1OC	-3.9	-2.3	-11.0	17.5	-2.3	-0.8	6.6	4.8	i	-1.3
COc1ccccc1CN1C[C@@H]2C[C@@H](c3ccc(C)c(C)c3)N3CCC[C@@]23C1=O	·	3.2	·	1.3	-0.8	-1.0	-4.6	-6.3	i	4.7

Further structures follow.
SMILES	HSF1 inhib	HSP90 refold inh	HSF1 activator	AI-2 QS mod	GSK3 alpha inh	GSK3B inh	DYRK1A inh	HDAC3 inhib	PolyA inhibitor	Platelet DG rel
O=c1[nH]c(SCCOc2ccccc2F)nc2ccccc12	14.3	-0.1	40.6	23.9	-2.9	0.5	·	-3.8	i	-3.7
Cc1cccc(CC(C)NC(=O)c2cc(COc3ccc(F)cc3F)on2)n1 (stereo not drawn)	1.9	-5.5	-2.1	15.0	-2.1	0.6	0.9	-3.5	i	-2.0
O=C(NCCCNC(=O)c1ccc(-c2cc(Cl)ccc2Cl)o1)c1cnccn1	-1.6	-2.2	-12.0	32.1	2.3	3.1	17.2	-7.2	i	2.3
COc1ccccc1CNS(=O)(=O)c1cccs1	-2.2	-5.1	15.2	5.6	0.7	-3.0	1.1	-5.8	i	0.3
CC1(C)Cc2cccc(OCC(=O)N3CCN(c4ccccc4)CC3)c2O1	2.7	1.6	17.6	6.4	-2.8	1.2	1.2	8.1	i	1.0
Cc1ccc(Nc2nnc(SCC(=O)NC3CCS(=O)(=O)C3)s2)c(C)c1 (stereo not drawn)	-3.0	0.3	-3.4	0.7	-3.1	-0.4	10.2	-0.7	i	10.7
CCOC(=O)N1CCN(C(=O)c2ccc(CS(=O)(=O)c3c(Cl)cccc3Cl)o2)CC1	-77.4*	-5.8	-81.6	1.3	0.1	-2.1	0.1	3.0	i	4.8
CC1CCc2nc(NC(=O)CN3CCN(c4ccc(F)cc4)CC3)sc2C1 (stereo not drawn)	4.4	-1.8	0.4	3.3	-2.4	-0.5	23.3	2.5	i	-6.0
O=C(O)CCC(=O)Nc1ccc(Oc2ncnc3cc(Cl)ccc23)nc1	0.2	-0.3	13.7	28.8	0.4	1.6	·	-3.1	i	-0.8

Screens deposited in PubChem by several laboratories.
